EWS-Fli block – blocks EWS/Fli oncoprotein-driven transcription; A673 NR0B1-luciferase reporter, viability-normalised; inhibition, % at 12.6 µM; hit rate 0.67% among 350,000; AID 651661;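 active means mean inhibition of at least 50% after viability correction, with every replicate also passing that limit; inconclusive means mean reaches 50% but only one of two replicates passes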;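 further: firefly luciferase signal divided by Alamar Blue viability fluorescence both relative to DMSO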
CFTR F508del cor – correctors of CFTR F508del function in bronchial epithelial cells. CFBE cells, YFP halide quenching; stimulated with forskolin plus potentiator P3; % fluorescence drop versus neutral controls. activity (quench increase), % at 7.58 µM. hit rate 0.36% among 350,000. AID 720511;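 active means mean added fluorescence quench of at least 8% versus neutral control, with both replicates also reaching 8%; inconclusive means only one of the mean or replicate conditions met; inactive means mean below 8% and not both replicates reaching 8%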;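 further: cells transiently co-express mutant CFTR-F508del with the halide-sensitive YFP; corrector assay measuring rescue of mutant channel to the surface after 24 h compound exposure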
miR122 inh – blocks miR-122 activity in Huh7 sensor cells; Huh7 miR-122 Renilla luciferase sensor, 48 h; neutral wells = 0, positive control = 100; activation (reporter increase), % at 12.5 µM; hit rate 0.3% among 340,000; AID 602342;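 active means mean replicate activation score at least 90 and every replicate individually at or above 90; inconclusive means only one of the two criteria met; inactive means neither criterion met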;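 further: higher luciferase means less miR-122 activity so hits act as miR-122 inhibitors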
GSIS activator – GLuc luminescence reporter in INS-1E cells, primary screen for activators of glucose-dependent secretion of insulin; hit rate 0.61% among 370,000; activation, % at 16.6 µM; INS-1E GLuc reporter insulin secretion, 2-3 h;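 active means lowest replicate activation of at least 40%, so every replicate reaches that level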;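 further: 0% = median of neutral control wells and 100% = median of IBMX positive control wells; some compounds called inactive have numbers as strong as hits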
FN deposition inh – fibronectin deposition inhibition; AH1F fibroblasts, Alexa488-fibronectin deposition fluorescence, overnight; inhibition, % at 12.6 µM; hit rate 0.086% among 350,000;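 active means mean inhibition across replicates of 30% or more, regardless of how many single replicates reach that level; inconclusive means mean under 30% yet at least half of replicates reach 30%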;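 further: positive control wells lacked labelled fibronectin entirely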
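Schedule: 1 h cell adhesion before compound, then overnight fibronectin incubation; test system: AH1F fibroblast monolayer depositing Alexa488-labelled fibronectin into matrix; quantity: 10000 AH1F cells per well; probe or stimulus: fluorescent fibronectin at 24 nM final; signal: fluorescence, ex 485 nm, em 525 nm; evaluation: percent inhibition as loss of matrix-bound fibronectin fluorescence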
DENV2 CPE rescue – DENV2-induced cell death inhibition; DENV2-infected cells, cytopathic effect rescue, plate reader; CPE inhibition, % at 9.99 µM; hit rate 1.7% among 350,000; in the data active means CPE inhibition above about 20%, passing the limit was not always enough; inconclusive means no clear call, values can overlap the other calls; tested in BHK-21 cells;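 further: 0% = median of neutral control wells and 100% = median of positive control wells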
PAX8 inh HTS – inhibitors of PAX8 transcriptional activity in RMG-I cells; inhibition, % at 12.6 µM; hit rate 1.2% among 360,000; RMG-I TPO-luciferase reporter, SteadyGlo, 24 h;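 active means mean replicate inhibition at least 60% with every replicate also reaching 60%; inconclusive means only one of the two criteria is met; inactive means mean below 60% and not all replicates reaching 60%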;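 further: luciferase light reporting Pax8 driven TPO promoter activity; plate controls were median of neutral control wells for no effect and mitoxantrone controls for full effect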
An asterisk follows results filed as active; ? = inconclusive; nt = no result given; & = joins results of further samples; [ ] = another dose, or the depositor's remark.

SMILES	EWS-Fli block	CFTR F508del cor	miR122 inh	GSIS activator	FN deposition inh	DENV2 CPE rescue	PAX8 inh HTS
CC(=O)Nc1cc2nc3ccccc3oc-2cc1=O	-18	-3.7	nt	-4	nt	8	nt
Cc1ccc(NC(=O)COC(=O)CCCC2=NS(=O)(=O)c3ccccc3N2)cc1C	nt	1.0	-1	4	-1	?	-1
CCN(CC)S(=O)(=O)c1ccc(C(=O)NCc2n[nH]c(=S)n2-c2ccc(Cl)c(Cl)c2)cc1	-11	3.4	nt	-10	nt	0	-12
C[C@H](CO)N1C[C@H](C)[C@H](CN(C)Cc2ccc(C(=O)O)cc2)Oc2c(NC(=O)c3cnccn3)cccc2C1=O	-11	0.6	-5[16.7 µM]	16	nt	-6	nt
CCSc1nc(C2CC2)cc(-c2cccs2)c1C#N	nt	nt	4	-22	10	nt	nt
CC(C)(C)c1ccc(C(=O)Cn2cnnc2C#N)cc1	-8	-3.3	0	0	3	2	-22
Cc1nc(SCc2ccc(OCCC(C)C)cc2)n[nH]1	-12	nt	-10	-3	-4	-4	-64
COc1ccccc1C#Cc1ccc2c(c1)O[C@@H](CN(C)Cc1cncnc1)[C@@H](C)CN([C@H](C)CO)S2(=O)=O	1	0.7	-7[16.7 µM]	-42	nt	36	-1
CC(C)NC(=O)N1[C@@H](CO)[C@@H](c2ccccc2)C12CN(C(=O)Cc1cccnc1)C2	7	0.2	nt	1	-1	6	-33
CCc1ccc(CN(C)C(=O)c2cccc(S(=O)(=O)Nc3ccccc3OC)c2)cc1	1	-0.1	42	-76	3	-12	28
COc1ccc(/C=N/NC(=O)CN2CCCC2)cc1	-8	0.9	3	7	2	-3	-20
O=C(O)CC1(CC(=O)Nc2ccccc2C(=O)c2ccccc2)CCCC1	1	-1.1	nt	11	7	-2	0
COc1cccc(-n2nnc3c(=O)n(Cc4cccc(F)c4)cnc32)c1	nt	nt	0	-14	-14	nt	nt
CCS(=O)(=O)Nc1ccc2c(c1)C(=O)N(C)[C@@H]1CC[C@@H](CC(=O)N3CCOCC3)O[C@@H]1CO2	20	-1.8	6[16.7 µM]	1	-1	0	-11
COc1cc(/C=C/C(=O)OCC(=O)N2c3ccccc3CC2C)cc(OC)c1OC (stereo not drawn)	9	-0.3	-6	20	5	?	17
Cc1cccc(NC(=O)Nc2ccc3c(c2)C(=O)N(C)[C@H]2CC[C@H](CC(=O)NCc4ccccc4Cl)O[C@H]2CO3)c1	-1	1.8	8[16.7 µM]	-2	-1	6	49
COc1cccc(-c2cn(CC[C@H]3CC[C@H](NC(C)=O)[C@@H](CO)O3)nn2)c1	-31	0.5	nt	13	nt	3	6
CCCNC(=O)N(C)C[C@@H]1Oc2cc(-c3ccccc3F)ccc2S(=O)(=O)N([C@H](C)CO)C[C@H]1C	5	0.8	nt	-5	3	-6	-6
Cc1ccccc1C(=O)NNC(=O)/C=C\C(=O)O	-24	1.3	nt	-5	-3	3	-35
Nc1cccc(-c2cn(-c3cc4cc(C#CC5(O)CCCCC5)ccc4oc3=O)nn2)c1	-11	-0.3	nt	nt	10	4	6
COc1ccc(CCNCc2c(-c3ccccc3)n(C)c3ccccc23)cc1	38	6.6	-4	-33	-2	-7	17
COC(=O)CN1C(=O)CC(C)(C)S(=O)c2ccccc21 (stereo not drawn)	3	-1.1	2	-2	2	6	-7
O=C(OC1CCOC1=O)c1cc(S(=O)(=O)N2CCOCC2)c(Cl)cc1Cl (stereo not drawn)	8	2.1	-5	-7	-1	-10	-15
COC(=O)C1=C(C)N(CCCC(=O)O)C(=O)NC1c1ccc(C(F)(F)F)cc1 (stereo not drawn)	-4	0.4	0	-2&3	-6	-13	4
CN(C)CCCNC(=O)C[C@H]1C=C[C@H](NS(=O)(=O)c2ccc(F)cc2)[C@@H](CO)O1	-4	0.8	nt	12	nt	0	0

9 structures out of the list, arranged by heavy-atom count, falling:
SMILES	EWS-Fli block	CFTR F508del cor	miR122 inh	GSIS activator	FN deposition inh	DENV2 CPE rescue	PAX8 inh HTS
C[C@H](CO)N1C[C@H](C)[C@H](CN(C)Cc2ccc(C(=O)O)cc2)Oc2c(NC(=O)c3cnccn3)cccc2C1=O	-11	0.6	-5[16.7 µM]	16	nt	-6	nt
COc1ccccc1C#Cc1ccc2c(c1)O[C@@H](CN(C)Cc1cncnc1)[C@@H](C)CN([C@H](C)CO)S2(=O)=O	1	0.7	-7[16.7 µM]	-42	nt	36	-1
CCCNC(=O)N(C)C[C@@H]1Oc2cc(-c3ccccc3F)ccc2S(=O)(=O)N([C@H](C)CO)C[C@H]1C	5	0.8	nt	-5	3	-6	-6
CCc1ccc(CN(C)C(=O)c2cccc(S(=O)(=O)Nc3ccccc3OC)c2)cc1	1	-0.1	42	-76	3	-12	28
CC(C)NC(=O)N1[C@@H](CO)[C@@H](c2ccccc2)C12CN(C(=O)Cc1cccnc1)C2	7	0.2	nt	1	-1	6	-33
COc1ccc(CCNCc2c(-c3ccccc3)n(C)c3ccccc23)cc1	38	6.6	-4	-33	-2	-7	17
COc1cccc(-n2nnc3c(=O)n(Cc4cccc(F)c4)cnc32)c1	nt	nt	0	-14	-14	nt	nt
Cc1nc(SCc2ccc(OCCC(C)C)cc2)n[nH]1	-12	nt	-10	-3	-4	-4	-64
CCSc1nc(C2CC2)cc(-c2cccs2)c1C#N	nt	nt	4	-22	10	nt	nt

Next part
SMILES	EWS-Fli block	CFTR F508del cor	miR122 inh	GSIS activator	FN deposition inh	DENV2 CPE rescue	PAX8 inh HTS
O=C(CCCc1ccccc1)NCc1ccccc1Cl	-35	-0.6	-3	-8	-6	7	7
CCCCNC(C(=O)Nc1ccc([N+](=O)[O-])cc1Br)c1ccccc1 (stereo not drawn)	-1	nt	nt	nt	4	-5	-7
COc1ccc(/C(O)=C2/C(=O)C(=O)N(CCCN(C)C)C2c2cccc(Cl)c2)cc1OC (stereo not drawn)	nt	nt	nt	0	3	nt	1
O=S1(=O)CCSC[C@@H](CN2CCN(c3ccccc3)CC2)N1	-7	0.8	nt	1	4	-3	-10
O=C(COC(=O)CCNS(=O)(=O)c1ccccc1)NC(=O)c1ccccc1	-1	0.9	3	3	-6	7	-8
OC(c1ccc(F)c(F)c1)c1nc(-c2cnc3ccccc3c2)cs1 (stereo not drawn)	-89	-1.5	-4	nt	-4	?	-127
O=C(c1cccc(Cl)c1)C1CCCN(C(=O)c2ccoc2)C1 (stereo not drawn)	0	-0.1	-4	-8	-4	-2	20
Nc1c(C(=O)OCC2CCCO2)c2nc3ccccc3nc2n1C1CCCCC1 (stereo not drawn)	12	-1.8	9	10	nt	1	nt
CCCc1ccc(OCC(=O)Nc2cc(S(=O)(=O)CC)ccc2O)cc1	-10	2.3	-1	2	nt	-4	18
COC(=O)c1sccc1NC(=O)CN(C)NS(=O)(=O)c1ccc([N+](=O)[O-])cc1	nt	nt	-2	-3	-2	nt	-4
O=C(Nc1ccccc1F)N[C@H]1CC[C@H](CCNC(=O)C2CCCC2)O[C@@H]1CO	-5	2.2	-14[16.7 µM]	21	7	2	1
Cc1cc(C)cc(NC(=S)NCc2cccs2)c1	-10	nt	57	nt	10	0	-13
C[C@@H]1CN([C@@H](C)CO)C(=O)c2cc(NC(=O)Nc3cccc4ccccc34)ccc2O[C@@H](C)CCCCO[C@H]1CN(C)C(=O)Cc1ccccc1	7	1.2	-4[16.7 µM]	7	nt	4	8
O=C(C[C@@H]1CC[C@H]2[C@@H](COC[C@H](O)CN2Cc2ccc(Oc3ccccc3)cc2)O1)Nc1nccs1	11	0.7	26[16.7 µM]	-6	-9	-2	66*
COc1ccc(N(C)C(=O)Cc2c(C(=O)O)n(C)c3ccccc23)c(OC)c1	-17	-1.1	4	-9	nt	5	9
CCCCOc1ccc(N(CC(=O)NC(C)(C)CC)C(=O)CCC(=O)Nc2ccccn2)cc1	1	-1.0	-14	-16	-3	-4	6
Cc1cc(C)n(C(=O)CNC(=O)c2cccs2)n1	nt	nt	-4	-6	4	nt	16
CN(CC(=O)NCC(=O)Nc1ccc(F)c(F)c1F)C1CCS(=O)(=O)C1 (stereo not drawn)	-1	-3.9	1	-9	8	-2	-9
COc1ccc2c(CC(=O)Nc3nc(C)cs3)coc2c1	-37	-1.8	nt	-21	2	11	-33
COc1ccc(/C=C2\SC(=O)N(CCNC(=O)Cc3coc4cc(OC)ccc34)C2=O)cc1	-18	nt	-2	nt	0	3	-15
COC(=O)c1ccc(Cn2cnc3c(Cl)ncnc32)cc1	2	-2.7	nt	-1	0	-7	32
CNC[C@@H]1Oc2ncc(C3=CCCC3)cc2C(=O)N([C@@H](C)CO)C[C@@H]1C	-15	-1.0	7[16.7 µM]	-3	nt	nt	nt
CCOc1ccccc1NC(=O)CSc1nnc2ccc(-c3ccncc3)nn12	11	1.7	nt	8	-6	6	5
COc1cc(C(=O)NCc2ccc3c(c2)OCO3)ccc1OCc1c(C)noc1C	nt	nt	7	nt	4	nt	10
Cc1cccc(NC(=O)c2nc[nH]c2C(=O)N[C@@H](C)CO)c1	6	-0.4	-2	8	5	1	-16
SMILES	EWS-Fli block	CFTR F508del cor	miR122 inh	GSIS activator	FN deposition inh	DENV2 CPE rescue	PAX8 inh HTS
COc1ccc(-c2cc(C(=O)N3CCCCC3)c3ccccc3n2)cc1OC	3	-1.8	5	24	nt	-10	2
C[C@@H]1CN([C@H](C)CO)C(=O)c2cc(-c3ccccc3)cnc2O[C@@H]1CN(C)C(=O)Nc1ccccc1F	-3	-1.1	-6[16.7 µM]	13	-7	5	nt
Cc1ccc(NC(=O)COC(=O)C(NS(=O)(=O)c2ccc(Cl)cc2)C(C)O)cc1C (stereo not drawn)	2	nt	nt	-22	-1	0	-1
C[C@@H]1CN([C@@H](C)CO)C(=O)c2cccc(NC(=O)c3nc4ccccc4s3)c2O[C@H]1CN(C)S(=O)(=O)c1cn(C)cn1	-2	0.7	-7[16.7 µM]	-7	-5	0	nt
COc1ccc(-c2csc(NC(=O)CN3C(=O)NC4(CCCC4)C3=O)n2)c(OC)c1	-12	2.7	nt	-31	-1	-4	-18
COc1ccc(NC(C)=O)cc1CNC(=O)COc1c(C)c(C)cc(C)c1C	8	-0.5	nt	nt	7	nt	25
Cc1ccc(-c2nc(N)nc(N)n2)c(C)c1	2	-0.7	0	nt	9	-15	-7
O=C(CSc1ccc2c(c1)OCCO2)Nc1ccc(N2CCOCC2)cc1	1	0.8	nt	9	-8	-10	6
Cc1ccc(NS(=O)(=O)c2ccc3c(c2)NC(=O)CCS3)c(C)c1	nt	0.1	8	-10	9	1	39
COc1ccc(CCNC(=O)Nc2ccc3c(c2)c(=O)n(C)n3Cc2ccc(Cl)cc2)cc1OC	-12	4.3	1	12	-3	8	-1
CCOC(=O)[C@]12CCCC=C1N(Cc1ccccc1)C(=O)[C@H](CC(=O)NCCCOC)C2	0	1.9	nt	10	-1	0	-18
CN1C(=O)C(CC(=O)Nc2ccc(F)cc2)N(Cc2ccco2)C1=S (stereo not drawn)	1	1.7	5	-4	-3	-2	15
C[C@H]1CN([C@@H](C)CO)C(=O)c2cccc(NC(=O)Nc3ccc4c(c3)OCO4)c2O[C@H]1CN(C)Cc1ccc(Oc2ccccc2)cc1	-5	3.6	-18[16.7 µM]	-38	nt	?	nt
Cc1noc(C)c1NC(=O)Nc1ccc2c(c1)CC(=O)N([C@@H](C)CO)C[C@@H](C)[C@@H](CN(C)S(=O)(=O)c1ccccc1)O2	-8	-1.8	-1[16.7 µM]	3	nt	5	6
COc1ccc(C(=O)NC(=S)N2CC(C)OC(C)C2)cc1OC (stereo not drawn)	-6	-2.0	nt	1	6	nt	-21
O=C(COC(=O)c1ccccc1NCCO)NCCc1ccccc1	2	-0.1	nt	25	-3	12	-21

From PubChem BioAssay
